Source: PubChem
HP1b binding inh: inhibitors of HP1-beta chromodomain binding to methylated histone tails | AlphaScreen HP1-beta / biotin-H3K9me3 peptide binding | hit rate 0.56% among 390,000 | P83916 | Potency, µM (doses to about 114 µM), without a hit: top-dose activity change, negative = inhibition, hits mostly inhibitors; note: potency is the fitted concentration of half-maximal effect; nearly all actives have a fitted effect of over 70% in size; inactives centre near 23
Target sequence (P83916 whole entry, looked up): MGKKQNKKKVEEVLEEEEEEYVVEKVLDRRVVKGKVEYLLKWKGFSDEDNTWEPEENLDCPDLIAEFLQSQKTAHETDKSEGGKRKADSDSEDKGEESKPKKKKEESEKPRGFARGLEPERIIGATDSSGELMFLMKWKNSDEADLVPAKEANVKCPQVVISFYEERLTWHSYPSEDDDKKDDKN
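HP1-beta protein (50 nM final) preincubated 30 min at room temperature with biotinylated H3(1-18)K9me3 peptide (50 nM) in PBS pH 7.4, 0.01% Tween-20, then compound added for 30 min. AlphaScreen streptavidin donor/nickel chelate acceptor beads (10 ug/mL final), 30 min dark, luminescence read.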
G9a block: G9a (human) methyltransferase inhibition; Q96KQ7; hit rate 8.8% among 350,000; G9a H3K9 monomethylation, AlphaScreen, 2 h; Potency, µM (highest dose often 102 µM), for the others: top-dose activity, negative = inhibition, actives largely listed as inhibitors; note: potency is the fitted concentration of half-maximal effect; % is set by controls: 0 for no effect and ±100 for the full control effect; nearly all actives have a fitted effect of over 75% in size
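Using a bead-based AlphaScreen, monomethylated H3K9 product from 2 h room-temperature reactions (G9a 20 nM, peptide 500 nM, SAM 20 uM) was detected with 0.5 ug/mL rabbit anti-H3K9me1 antibody.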
BAZ2B block: BAZ2B (human) inhibition | Q9UIF8 | AlphaScreen BAZ2B-H3K14Ac peptide displacement | Potency, µM (titrated, usually from 114 µM), without a hit: top-dose activity change, negative = inhibition, actives largely listed as inhibitors | hit rate 4.4% among 360,000; note: potency is the fitted concentration of half-maximal effect; % is set by controls: 0 for no effect and ±100 for the full control effect; nearly all actives have a fitted effect of over 60% in size
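AlphaScreen displacement: compounds (up to 110uM) incubated 30 min at room temperature with a preformed 50 nM BAZ2B/50 nM biotinylated H3K14Ac peptide complex in PBS pH 7.4 with Tween-20. Donor and acceptor beads at 10 ug/mL final added, 20 min light-protected before reading.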
JMJD2A Tudor: inhibitors of human JMJD2A Tudor domain; hit rate 4.4% among 390,000; Potency, µM (doses to about 114 µM), for inactives: at the top dose activity change, negative = inhibition, usual class: inhibitors; O75164; AlphaScreen JMJD2A-Tudor / H3K4me3 peptide binding; note: potency is the fitted concentration of half-maximal effect; % is set by controls: 0 for no effect and ±100 for the full control effect; nearly all actives have a fitted effect of over 50% in size
PI4K2A block: PI4K2A (human) kinase inhibition; purified PI4K2A, ADP-Glo luminescence, 1 h; stronger effect = lower value; hit rate 0.13% among 420,000; activity change, negative = inhibition, % at 76.9 µM; Q9BTU6; AID 1346378; in the data active = activity change below about -50%; inconclusive = mostly about -30% to -49%;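 note: -100% = wells without enzyme as full effect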
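In this quantitative HTS, ADP production by PI4K2A was quantified luminescently after 1 h at ambient temperature; 100 microM adenosine served as plate-quality control.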
ERG Ets-DNA blk: inhibitors of human ERG Ets domain-DNA interaction; hit rate 0.028% among 370,000; fluorescence polarization, His-ERG Ets domain / labelled DNA; Potency, µM (doses to about 76.9 µM), inactives show at the top dose FP activity, negative = inhibition, hits mostly inhibitors; P11308; active = well fitted inhibition curve with a large enough effect in the polarisation, with a control signal flat; inconclusive = small, poorly fitted or top-dose-only effect, or effect the other way, or a change in a side signal; inactive = no such curve, though single readings can be large or run the other way; the % refers to the polarisation;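 note: polarization taken with two DNA probes labelled with fluorescein and Texas red; potency is the fitted concentration of half-maximal effect; % of control where 0% means no effect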
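His-tagged ERG Ets domain (1 uM in the protein solution; 300mM KCl, 50mM Tris-HCl, 1mM EDTA, 1mM DTT, pH 7.5) received compound, then a probe mix of 5 nM fluorescein-DNA and 100nM Texas-615-DNA. Fluorescence polarization was read for both dyes.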
Pin1 inhibitor: human Pin1 inhibition | Q13526 | Pin1 FP peptide displacement, HiFluor488, 10 min | Potency, µM (series often up to 115 µM), inactives show at the highest dose activity, negative = inhibition, hits mostly inhibitors | hit rate 0.009% among 390,000 | AID 504891; active = well fitted inhibition curve with a large enough effect in the polarisation, with a control signal flat, not every such curve was filed as active; inconclusive = small, poorly fitted or top-dose-only effect, or effect the other way, or a change in a side signal; inactive = no such curve, though single readings can be large or run the other way; the % refers to the polarisation; note: potency is the fitted concentration of half-maximal effect; % is set by controls: 0 for no effect and ±100 for the full control effect
Target sequence (Q13526 whole entry, looked up): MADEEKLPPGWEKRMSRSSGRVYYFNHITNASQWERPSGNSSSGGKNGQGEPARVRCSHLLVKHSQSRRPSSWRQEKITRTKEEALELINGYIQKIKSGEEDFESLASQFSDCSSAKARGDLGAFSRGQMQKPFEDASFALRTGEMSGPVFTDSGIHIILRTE
GLS inhibitor: blocks human kidney-isoform glutaminase activity | Potency, µM (highest dose often 45.5 µM), for the others: top-dose activity change, negative = inhibition, usual class: inhibitors | hit rate 0.21% among 410,000 | O94925 | GLS enzymatic activity, qHTS titration; note: potency is the fitted concentration of half-maximal effect; % is set by controls: 0 for no effect and ±100 for the full control effect
Target sequence (O94925 whole entry, looked up, canonical isoform): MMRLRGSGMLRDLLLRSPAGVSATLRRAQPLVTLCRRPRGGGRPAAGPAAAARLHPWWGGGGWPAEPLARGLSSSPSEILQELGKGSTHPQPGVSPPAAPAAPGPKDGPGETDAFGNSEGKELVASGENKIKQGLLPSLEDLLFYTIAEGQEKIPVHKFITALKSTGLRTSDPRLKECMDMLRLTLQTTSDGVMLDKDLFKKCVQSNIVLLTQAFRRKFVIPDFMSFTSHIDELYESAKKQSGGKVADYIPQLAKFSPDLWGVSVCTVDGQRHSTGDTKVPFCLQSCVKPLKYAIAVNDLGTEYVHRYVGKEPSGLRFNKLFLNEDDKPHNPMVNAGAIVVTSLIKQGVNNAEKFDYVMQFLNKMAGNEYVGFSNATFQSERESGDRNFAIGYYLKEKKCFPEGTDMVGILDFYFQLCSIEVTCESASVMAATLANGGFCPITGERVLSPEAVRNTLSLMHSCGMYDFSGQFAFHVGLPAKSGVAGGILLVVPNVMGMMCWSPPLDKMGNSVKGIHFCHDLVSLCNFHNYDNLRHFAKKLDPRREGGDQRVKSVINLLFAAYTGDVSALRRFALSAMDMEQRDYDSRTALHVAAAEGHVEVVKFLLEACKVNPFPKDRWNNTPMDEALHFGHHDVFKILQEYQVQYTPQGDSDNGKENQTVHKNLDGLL
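Read-out is an Amplex red fluorescence increase coupled through glutamate oxidase and HRP, measured before and after 30 min room-temperature incubation. hKGA is in 45 mM KH2PO4 (pH 8.2) with 0.02% Tween-20; glutamine added as 1mM solution.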
Tb PGK inh: blocks T. brucei phosphoglycerate kinase; P07378; Potency, µM (series often up to 57.5 µM), inactives show top-dose activity change, negative = inhibition, usual class: inhibitors; hit rate 0.043% among 380,000; AID 602233; PGK/GAPDH coupled, Kinase-Glo luminescence, 60 min; note: potency is the fitted concentration of half-maximal effect; % is set by controls: 0 for no effect and ±100 for the full control effect; nearly all actives have a fitted effect of over 60% in size
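Recombinant glycosomal PGK reaction used 1,3-bisphosphoglycerate generated in-well by GAPDH (100nM final) in 100mM TEA pH 7.6, 5mM MgCl2, 0.01% Tween-20. After 60 minutes at room temperature, ATP was read by Kinase-Glo Plus luminescence end-point.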
* marks the source's active call; other numbers are inactive results; i = inactive; ? = inconclusive; / = no result given; [ ] = remark or other dose. Unless noted, calls come from the whole dose curve; as a rule, active = well fitted curve in the direction sought with a large enough effect; inconclusive = small, poorly fitted or top-dose-only effect, or another doubt; inactive = no such curve, though single readings can be large; an effect the other way counts as inactive or inconclusive. Not a hit list; overall some 11% were active at least once.

SMILES	HP1b binding inh	G9a block	BAZ2B block	JMJD2A Tudor	PI4K2A block	ERG Ets-DNA blk	Pin1 inhibitor	GLS inhibitor	Tb PGK inh
NC(N)=N/N=C/c1ccc2cccc(OCc3ccccc3)c2n1	40%[activator]	-35%	-27%	?	-1	-5%	-4%	-6%	-8%
CC(=O)N1CCc2cc(S(=O)(=O)NCCC(=O)N3CCN(Cc4ccccc4)CC3)ccc21	16%	-9%[59 µM]	2%	-13%	-1	5%	-17%	3%	-1%
Cc1ccc(SCC(=O)Nc2ccc(C(=O)Nc3ccc(O)cc3)cc2)cc1	34%	/	?	-31%	0	-1%	7%	-5%	-2%
O=C(CSc1nnc(CNC(=O)c2cccs2)o1)Nc1cccc(F)c1	30%	/	22%	-10%	-3	6%	3%	1%	0%
O=C(NC(=S)Nc1ccccc1N1CCCC1)c1ccc(-c2cccc([N+](=O)[O-])c2)o1	-43%	/	0%	?	-6	3%	-12%	10%	-11%
O=C(Nc1ccc(-c2cc3ccccc3oc2=O)c(Cl)c1)c1cccnc1	24%	-43%	11%	-11%	1	/	13%	-16%	-6%
O=C(Cn1cc(SCc2c(F)cccc2Cl)c2ccccc21)N1CCCC1	24%	-4%[59 µM]	?	-7%	-2	-1%	3%	-9%	1%
COc1ccc(/C=N/NC(=O)c2cc(=O)[nH]c3ccccc23)cc1OC	-3%	-48%	26%	-2%	0	4%	0%	3%	4%
Cc1ccc(Sc2cc(NCCCO)c([N+](=O)[O-])c3nonc23)cc1	-5%	50µM*	-25%	-12%[11.4 µM]	-6	-1%	-16%	18%	-2%
COc1ccccc1CN1CC(C(=O)NCCn2nc(C)cc2C)CCC1=O (stereo unspecified)	9%	16%	1%	-12%	2	-8%	-4%	8%	2%
O=C(O)COc1ccc(NC(=O)c2ccc3c(c2)C(=O)N(Cc2ccccc2)C3=O)cc1	9%	/	-17%	-15%	1	-8%	5%	-9%	-6%
Cc1ccc(Cn2c(=N)c(C(=O)NCc3ccco3)cc3c(=O)n4ccccc4nc32)cc1	35%	17%[59 µM]	-12%	-19%	?	10%	?	-16%	7%
CC(/C=C/c1ccccc1)=N/NC(=O)CCC(=O)Nc1ccccc1C	?	-10%[59 µM]	9%	-30%	5	-8%	14%	3%	-10%
O=C(CNC1CCCCC1)Nc1ccc([N+](=O)[O-])cc1C(=O)Nc1ccccc1F	31%	?	-27%	-11%	7	3%	?	-1%	7%
CCOC(=O)c1scc(-c2ccc(C)cc2)c1S(=O)(=O)Nc1cc(Cl)ccc1OC	11%	-40%[59 µM]	-39%	-24%	7	-1%	7%	3%	-3%
Cc1nn(CC2CC2)c(=O)n1-c1cccc(Cl)c1	18%	8%	-9%	11%	-8	-5%	1%	-5%	5%
COc1ccc(N2CSC3=C(C#N)C(c4cccs4)CC(=O)N3C2)cc1 (stereo unspecified)	9%	2.8µM*	50µM*	-12%	0	-5%	-15%	7%	i
COc1ccc(N2CCN(C(=O)COc3ccc4c(C)cc(=O)oc4c3C)CC2)cc1	34%	18%	-23%	-6%	-2	-4%	-8%	13%	-5%
COc1ccc2[nH]c(=O)c(CN(C)C(=O)c3cccs3)cc2c1	?	5%	-4%	?	1	12%	-1%	2%	-10%
Cc1nc(-c2ccccc2)sc1C1(C)CC(c2cccc(F)c2)=NO1 (stereo unspecified)	36%	/	/	-11%	2	9%	0%	3%	i
O=C(CSc1nc2ccccc2[nH]1)Nc1ccc2c(c1)OCCO2	13%	-17%[59 µM]	-31%	-26%	-10	-1%	8%	-5%	-2%
Cc1cc(NC(=O)CN2C(=O)NC(Cc3ccccc3)C2=O)no1 (stereo unspecified)	12%	14%	7%	1%	-1	2%	0%	12%	4%
COc1ccc(C2C3=C(CC(C)(C)CC3=O)N(C)C3=C2C(=O)CC(C)(C)C3)cc1OC	-9%	?	-5%[0.457 µM]	-13%	2	1%	1%	55%[activator]	i
O=C(CN1C(=O)CSc2ncccc21)N1CCOCC1	36%[activator]	1%[59 µM]	-4%	-23%	-1	1%	2%	-3%	-2%
O=C(CN1CCN(Cc2ccc3c(c2)OCO3)CC1)NCC(F)(F)F	15%	-1%	3%	4%	7	1%	2%	0%	10%
CCc1ccc(CCC(=O)Nc2sc3c(c2C#N)CCCC3)o1	4%	?	-2%	-26%	13	2%	9%	-4%	0%
CCCC(=O)Nc1ccc(-c2nc3ncccc3o2)cc1C	29%	4%[59 µM]	-7%	-4%	-3	-9%	3%	-18%	-3%
CCC(=O)Nc1nc2ccccc2n1Cc1ccccc1	4%	20%	-1%	-26%	2	-2%	-4%	4%	-7%
CC(C)CC(=O)CN1C(=O)C2(OCCO2)c2ccccc21	40%[activator]	10%[12.7 µM]	2%	4%	-2	?	1%	1%	0%
COC(=O)CNC(=O)C1CCCN1C(=O)CNC(=O)OC(C)(C)C (stereo unspecified)	48%[activator]	-4%	0%	-6%	-3	2%	-11%	-1%	-5%
O=C(c1ccc(CS(=O)Cc2ccc(Cl)cc2)o1)N1CCN(c2ccccn2)CC1 (stereo unspecified)	36%	-7%	-19%	-11%	2	3%	-9%	-1%	-1%
CCCSc1nc2cc(S(=O)(=O)N3CCOCC3)ccc2n1CC	19%	55%[activator]	-2%	-12%	-4	3%	1%	-2%	-9%
COCCOc1ccc(C(F)(F)F)cc1NC(=O)CN1C(=O)NC(C)(c2ccc3c(c2)OCO3)C1=O (stereo unspecified)	19%	-8%[59 µM]	-2%	-26%	-5	-3%	12%	-10%	-1%
COc1cc(NC(=O)COC(=O)c2ccc(S(=O)(=O)N3CC(C)CC(C)C3)cc2)c(C)cc1[N+](=O)[O-] (stereo unspecified)	26%	-8%[59 µM]	6%	-26%	-3	-9%	2%	0%	-8%
COC(Cc1nnc(SC)n1-c1ccc(Cl)cc1)OC	4%	14%	5%	-16%	1	0%	3%	-2%	3%
CCc1ccccc1NC(=O)CN1CCN(CC(=O)Nc2ccc(-c3ccccc3)cc2)CC1	-19%	15%	3%	-27%	8	-2%	3%	-3%	5%
NC(N)=Nc1nc2ccc(Br)cc2c(=O)[nH]1	-4%	-48%	/	?	-2	-3%	12%	1%	i
CCCOc1ccc(C(=O)Nc2ccc(S(=O)(=O)NC3=NCCCCC3)cc2)cc1	-7%	5%[0.501 µM]	-12%	-7%	-5	4%	-3%	11%	-10%
CC(C)(C)c1ccc(/C=N/NC(=O)c2ccccn2)cc1	28%	/	1%	-4%	-4	-14%	-5%	-3%	-1%
COc1ccc(-c2noc(CCC(=O)Nc3ccc4c(c3)OCCO4)n2)cc1	17%	?	1%	-12%	-5	1%	-1%	10%	0%
COc1ccc(OC)c(NC(=O)c2sc3nc(C)cc(C)c3c2N)c1	28%	16%[59 µM]	3%	1%	-26	1%	6%	9%	-9%
Cc1cccc(CS(=O)(=O)Cc2ccc(C(=O)NCc3ccco3)o2)c1	26%	39%[0.501 µM]	?	-18%	-2	-2%	-3%	-4%	i
Cc1ccc(OC(=O)CCS(=O)(=O)c2ccc(C)cc2)cc1	19%	/	1%	15%	1	1%	-1%	13%	-12%
O=C(CN(c1ccc(Cl)c(C(F)(F)F)c1)S(=O)(=O)c1ccccc1)N1CCc2ccccc2C1	45%[activator]	13%[59 µM]	1%	2%	5	0%	9%	-7%	-4%
Cc1cc(C)c2c(=O)[nH]c(SCC(=O)c3ccc(C)c(C)c3)nc2n1	24%	50µM*	-13%	2%	-2	8%	90%[activator]	3%	-1%

Overlap with the part before: 2 entries; new compounds follow.
SMILES	HP1b binding inh	G9a block	BAZ2B block	JMJD2A Tudor	PI4K2A block	ERG Ets-DNA blk	Pin1 inhibitor	GLS inhibitor	Tb PGK inh
O=C(CN(c1ccc(Cl)c(C(F)(F)F)c1)S(=O)(=O)c1ccccc1)N1CCc2ccccc2C1	45%[activator]	13%[59 µM]	1%	2%	5	0%	9%	-7%	-4%
Cc1cc(C)c2c(=O)[nH]c(SCC(=O)c3ccc(C)c(C)c3)nc2n1	24%	50µM*	-13%	2%	-2	8%	90%[activator]	3%	-1%
S=C(NCc1ccccc1)Nc1cccc2ccccc12	11%	-9%	-37%	-22%	-7	19%	3%	24%	3%
Cc1nnc(NC2(C(F)(F)F)C(=O)Nc3c2c(=O)n(C)c(=O)n3C)s1 (stereo unspecified)	15%	-27%[12.7 µM]	-2%	-2%	0	-6%	0%	14%	-2%
O=C(COC(=O)CCC(=O)c1cccs1)NC1CCCCC1	28%	7%[59 µM]	13%	-13%	5	3%	-3%	0%	i
CC(=O)C1=C(O)C(=O)N(CCCn2ccnc2)C1c1ccc(C)cc1 (stereo unspecified)	18%	13%[2.33 µM]	?	-26%	-3	/	-14%	18%	i
CC(=O)Nc1c(C)ccc2nsnc12	32%	10%[59 µM]	-3%	-8%	-6	-3%	1%	1%	1%
CCOc1ccc(CC(=O)Nc2ccc(-c3ccc4nnc(C)n4n3)cc2)cc1	22%	-44%	/	?	-10	6%	75%[activator]	-1%	0%
CCN(Cc1ccccc1)C(=O)COc1cc(=O)n(CC)c2ccccc12	9%	10%	-2%	-2%	3	-9%	4%	8%	i
CCOc1cc(/C=C2/C(=O)ON=C2C)ccc1OCc1ccccc1	24%	/	-38%	-1%	2	1%	2%	-25%	i
Cc1ccc(NC(=O)c2nn(C)c3c2CS(=O)(=O)c2ccccc2-3)c(Cl)c1	16%	?	?	-15%	0	-3%	2%	2%	9%
